MazF activator: MazEF (E. coli) toxin RNase activation. P0AE70. actives 0.32% (n = 350,000). activation, % at 20 µM. AID 504720. FAM/BHQ RNA-DNA oligo cleavage fluorescence, 5 h; in the data active means activation above about 50%
Target sequence (P0AE70 whole entry, looked up): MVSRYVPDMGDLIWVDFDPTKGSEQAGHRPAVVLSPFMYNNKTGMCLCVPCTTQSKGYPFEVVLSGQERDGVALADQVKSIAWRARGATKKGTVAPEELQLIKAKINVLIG
BoNT-F LC inh: BoNT F light chain protease inhibition; Multiplex microsphere protease cleavage assay, flow cytometry; inhibition, % at 10 µM; actives 0.22% (n = 360,000); in the data active means inhibition above about 35%, passing the limit was not always enough; inconclusive means no clear call, values can overlap the other calls; further: plate controls were buffer without enzyme for full effect and enzyme alone for no effect
Mtb UGM inh: blocks M. tuberculosis UGM enzyme. P9WIQ1. purified UGM, fluorescence polarization probe displacement. actives 0.06% (n = 320,000). inhibition, % at 10 µM. AID 504406; in the data active means inhibition above about 10%, passing the limit was not always enough; inconclusive means no clear call, values can overlap the other calls
GDH-TPI counter: inhibits GDH-TPI coupling enzymes, artifact for Mtb FBA screen. inhibition, % at 4.8 µM. GDH-TPI coupled enzyme counterscreen, NADH absorbance. actives 1.2% (n = 360,000);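 further: 0% = DMSO wells and 100% = wells lacking the enzyme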
Rv3671c inh: inhibits the M. tuberculosis serine protease Rv3671c; actives 0.048% (n = 320,000); AID 2606; P9WHR9; inhibition, % at 5.96 µM; in the data active means inhibition above about 38%;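 further: extracellular domain of Rv3671c used as enzyme; 0% = enzyme with DMSO and 100% = no enzyme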
Target sequence (P9WHR9 whole entry, looked up, the tested form may be a part): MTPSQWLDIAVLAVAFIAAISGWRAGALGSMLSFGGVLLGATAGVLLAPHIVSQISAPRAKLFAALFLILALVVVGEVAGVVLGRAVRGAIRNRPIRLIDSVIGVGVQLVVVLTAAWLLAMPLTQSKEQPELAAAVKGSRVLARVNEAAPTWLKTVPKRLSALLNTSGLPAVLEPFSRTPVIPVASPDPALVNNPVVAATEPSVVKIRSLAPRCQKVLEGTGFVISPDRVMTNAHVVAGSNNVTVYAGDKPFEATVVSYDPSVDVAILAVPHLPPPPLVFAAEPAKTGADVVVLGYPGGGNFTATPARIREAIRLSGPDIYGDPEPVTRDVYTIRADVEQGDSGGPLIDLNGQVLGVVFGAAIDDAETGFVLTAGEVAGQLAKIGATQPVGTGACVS
FBA Mtb inh: inhibitors of M. tuberculosis fructose-bisphosphate aldolase; AID 588726; P9WQA3; inhibition, % at 1 µM; purified M. tuberculosis FBA, fluorescence read-out; actives 2.3% (n = 360,000); in the data active means inhibition above about 27%;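 further: 0% = vehicle and 100% = reference inhibitor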
Target sequence (P9WQA3 whole entry, looked up): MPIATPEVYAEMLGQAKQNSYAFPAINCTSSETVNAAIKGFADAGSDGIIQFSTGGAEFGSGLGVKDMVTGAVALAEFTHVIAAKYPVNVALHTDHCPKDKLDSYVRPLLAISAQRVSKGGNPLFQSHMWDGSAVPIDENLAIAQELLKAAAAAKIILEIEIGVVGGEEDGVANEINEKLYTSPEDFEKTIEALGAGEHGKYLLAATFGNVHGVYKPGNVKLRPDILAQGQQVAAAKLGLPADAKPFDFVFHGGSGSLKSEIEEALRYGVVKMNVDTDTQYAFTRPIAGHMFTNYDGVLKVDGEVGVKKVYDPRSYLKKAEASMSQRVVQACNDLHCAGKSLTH
Mtb BioA inh: blocks M. tuberculosis BioA enzyme activity. inhibition, % at 9.99 µM. actives 0.096% (n = 360,000). purified M. tuberculosis BioA enzyme, plate reader; in the data active means inhibition above about 40%; inconclusive means no clear call, values can overlap the other calls
FadD28 FP inh: blocks FadD28 binding to the bisubstrate probe. AID 588549. fluorescence polarization. inhibition, % at 12.5 µM. actives 0.22% (n = 360,000); in the data active means inhibition above about 8.5%, passing the limit was not always enough; inconclusive means no clear call, values can overlap the other calls
CCHF vOTU inh: CCHFV vOTU protease inhibition. Pep-AMC fluorescence. inhibition, % at 11.5 µM. actives 0.55% (n = 370,000); further: 0% = vehicle wells with enzyme and 100% = no enzyme wells
VHR inh abs: inhibitors of human VHR1 phosphatase (DUSP3); P51452; inhibition, % at 13.3 µM; actives 0.52% (n = 290,000); recombinant VHR phosphatase, pNPP absorbance; in the data active means inhibition above about 50%; further: some compounds called inactive have numbers as strong as hits
Target sequence (P51452 whole entry, looked up): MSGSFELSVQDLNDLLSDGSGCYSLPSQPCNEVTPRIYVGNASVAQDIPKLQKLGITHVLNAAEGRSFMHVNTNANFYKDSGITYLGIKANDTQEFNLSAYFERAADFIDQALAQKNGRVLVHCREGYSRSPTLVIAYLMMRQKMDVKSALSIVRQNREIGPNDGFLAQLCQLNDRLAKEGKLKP
Starred values were filed as active, the others as inactive; ? = inconclusive; nt = no result given; & = joins results of further samples. Unless noted, no stated cut-off is given here; in the data, active means inhibition above about 30%; inactive means the rest.

Results follow in this order: MazF activator | BoNT-F LC inh | Mtb UGM inh | GDH-TPI counter | Rv3671c inh | FBA Mtb inh | Mtb BioA inh | FadD28 FP inh | CCHF vOTU inh | VHR inh abs
Cc1nn(C(C)C(=O)Nc2sc3c(c2C#N)CCCC3)c(C)c1[N+](=O)[O-] (configuration not stated)
    -6 | -26 | -1.1 | 13 | -1 | -1 | 0.4 | -4.6 | 5 | 38
O=[N+]([O-])c1ccc(-[n+]2nc(-c3ccccc3)nn2-c2ccccc2)cc1
    2 | -2 | -0.5 | 7 | -2 | 3 | 1.1 | 1.1 | 2 | 9
NC(=S)NC(=O)c1ccccc1
    6 | 3 | 1.0 | 1 | -7 | 1 | 1.9 | -1.0 | 13 | 27
COc1c(Cl)cc(-c2noc(C)c2C(=O)NCc2ccc3c(c2)OCO3)cc1Cl
    10 | -34 | 2.7 | -4 | 5 | 2 | -0.7 | -2.8 | -8 | 0
CC(C)N(C(=O)[C@H]1CC(CC(=O)NCCCn2ccnc2)C(=O)N2CCc3c([nH]c4ccccc34)[C@]12C)C(C)C (some centres not stated)
    10 | -10 | -2.9 | 12 | 4 | 4 | -0.7 | -3.2 | -8 | nt
CSc1cc(-c2ccc(Cl)cc2)c(C(=O)NN)s1
    2 | -16 | 0.3 | -9 | 2 | -3 | -0.4 | -4.1 | 2 | 40
COC(/C(C)=C/C=C/C(C)=C/c1coc(C)n1)C(C)C1CC(O)C2(C)OC2C=CC(C)C2CC(CC(=O)O2)CC2OC2C(=O)O1 (configuration not stated)
    7 | 3 | nt | 14 | nt | 3 | nt | 0.3 | 1 | nt
CCC(COC)NC(=O)CCc1nnc(Cc2c[nH]c3ccccc23)o1 (configuration not stated)
    2 | -11 | 1.8 | -3 | 7 | 1 | 0.6 | 0.6 | 3 | -12
CCCc1cc(=O)[nH]c(SCC(=O)Nc2ccc(OC)c(S(=O)(=O)N3CCCCC3)c2)n1
    -5 | -7 | 3.8 | -9 | -9 | 0 | -0.5 | -3.6 | 8 | nt
Cc1ccc(-c2nc3ccc(Cl)cn3c2Cc2ccsc2)cc1
    nt | 2 | nt | nt | nt | 5 | -0.2 | 0.0 | 10 | nt
Cc1ccc(C)c(C(=O)COC(=O)Cn2[nH]c(=O)c3ccccc3c2=O)c1
    -1 | nt | 2.8 | -1 | -1 | -1 | -0.7 | -3.1 | -4 | nt
Cc1nc(N2CCOCC2)c2c(C)c(C(=O)Nc3ccc(C(F)(F)F)cc3)sc2n1
    -3 | 3 | -0.8 | 18 | -35 | 3 | 0.6 | -5.7 | -12 | -16
CCOc1ccc(CCNC(=O)c2c(C)noc2C)cc1OCC
    2 | -4 | -2.6 | 5 | 5 | -3 | 0.1 | -0.4 | 3 | nt
COc1ccc(OC)c(NC(=O)c2ccc(Cl)cc2)c1
    5 | -16 | -1.7 | 8 | -8 | 3 | nt | -1.2 | -3 | 19
COc1ccc(C(=O)C2CCCN(Cc3cnc(C)s3)C2)cc1OC (configuration not stated)
    5 | 0 | 0.7 | 0 | -3 | -2 | nt | -0.3 | -14 | 26
O=C(CC1CCCC1)N1CCN(S(=O)(=O)c2c(F)cccc2F)CC1
    1 | 6 | nt | -6 | nt | -3 | 1.8 | -3.6 | 0 | nt
CCOC(=O)c1sc2nc(C)nc(SCC(N)=O)c2c1C
    14 | -5 | -2.1 | -8 | -9 | 1 | nt | -1.5 | 8 | -10
Cc1cn([C@H]2C[C@H](O)[C@@H](CCC(=O)NCc3ccc4c(c3)OCO4)O2)c(=O)[nH]c1=O
    nt | -3 | nt | nt | nt | 2 | -3.4 | 0.7 | 9 | nt
Cc1ccc(S(=O)(=O)NC2CCCCCC2)cc1C(N)=O
    -6 | 11 | 1.7 | 2 | -2 | 0 | -2.7 | nt | -3 | 91
Cc1ccc(C)c2[nH]c(=O)c(CN(Cc3cccnc3)C(=S)NCc3ccco3)cc12
    7 | 1 | -0.9 | 21 | -5 | 6 | nt | -3.4 | 23 | 5
O=c1nc(Nc2ccc(Br)cc2)sc2ccc([N+](=O)[O-])cc12
    -12 | nt | -0.4 | 15 | -36 | 1 | nt | -1.9 | 21 | 42
O=C(CCCc1nc2ccccc2s1)NCc1ccccc1
    1 | 4 | 2.8 | 5 | -4 | -7 | 0.7 | -4.8 | -4 | -5
COc1cc(SC)ccc1C(=O)NCCN1CCOCC1
    6 | ? | -0.6 | 1 | -2 | -2 | nt | -1.6 | -8 | -1
COc1cccc(CN(C)CC(=O)Nc2ccccc2N2CCOCC2)c1OC
    -1 | -3 | 0.1 | -3 | -1 | -4 | 15 | -3.3 | -5 | -3
O=C1CC(Sc2nnnn2C2CCCCC2)C(=O)N1c1ccccc1 (configuration not stated)
    13 | 7 | -1.2 | 4 | 4 | 0 | nt | -1.4 | -9 | 26
Cc1ccc(S(=O)(=O)N2CCN(C(=O)C3CSC4(C)CCC(=O)N34)CC2)cc1C (configuration not stated)
    -1 | -3 | -2.9 | 9 | 10 | -2 | 0.2 | 0.4 | -2 | nt
C=CCc1cc(C)ccc1OCCOCCn1ccnc1
    3 | 4 | 2.1 | 3 | -7 | 1 | nt | -0.8 | 8 | 1
Cc1cc(=O)[nH]c(SC(C)C(=O)Nc2cccc3ccccc23)n1 (configuration not stated)
    7 | 1 | -0.6 | 4 | 0 | 1 | -3.2 | -0.1 | 11 | 5
COc1ccc(C(=O)N2N=C3CC(C)(C)OCC3C2c2ccccc2)cc1 (configuration not stated)
    -1 | -8 | 2.1 | 4 | -10 | -1 | 2.1 | -1.4 | -15 | 3
Cn1nnnc1SCC(=O)Nc1ccccc1Cl
    -2 | -3 | 3.9 | 4 | -6 | -6 | -0.1 | -3.3 | 4 | 17

Next part.
Results follow in this order: MazF activator | BoNT-F LC inh | Mtb UGM inh | GDH-TPI counter | Rv3671c inh | FBA Mtb inh | Mtb BioA inh | FadD28 FP inh | CCHF vOTU inh | VHR inh abs
Cc1cc(C)cc(NC(=O)c2cccc(NC(=O)c3ccco3)c2)c1
    1 | 2 | 0.1 | -1 | 0 | 3 | -0.7 | -3.8 | 4 | nt
Cc1cccc(-c2nc3c(c(SCC(=O)N4CCCC4)n2)COC(C)(C)C3)c1
    -10 | -5 | -0.5 | 11 | -8 | 1 | 3.5 | -0.3 | -1 | 13
O=C1CC(NS(=O)(=O)c2ccc3ccccc3c2)CN1c1ccccc1 (configuration not stated)
    -2 | -2 | 0.0 | 2 | 0 | 2 | nt | -1.7 | -9 | nt
CC(C)[C@H](NC(=O)N1CCn2c1nc1ccccc12)C(=O)NC1CC1
    15 | -1 | -1.0 | 15 | -6 | 2 | -0.1 | 0.7 | 8 | -9
O=C(OCC#CCSc1nnc(-c2cccc3ccccc23)o1)c1cnc[nH]1
    2 | -6 | -3.2 | 1 | 7 | 13 | 1.2 | -1.3 | -8 | nt
CCN(CC)CCCNC(=O)c1cc(Nc2ccc(OC)cc2OC)nc2ccccc12
    10 | 10 | 2.1 | 4 | 0 | -2 | -2.8 | -0.6 | -13 | 24
O=C(O)c1cc(NN=C2c3ccccc3-c3ccccc32)ccc1Cl
    -13 | 5 | 0.5 | 4 | -3 | -6 | 4.2 | 15* | 17 | -23
COc1ccc(C(C)(C)C)cc1NC(=O)COC(=O)c1ccc([N+](=O)[O-])o1
    0 | -5 | 0.8 | 8 | -6 | 0 | -0.9 | 1.8 | 15 | 24
Cc1cccc(N2CCN(C(=O)C(Cc3ccccc3)NC(N)=O)CC2)c1C (configuration not stated)
    9 | -9 | 2.0 | -3 | -3 | 0 | 1.8 | nt | 2 | nt
CC(=O)c1ccc(S(=O)(=O)NCCC(=O)NC(C)c2ccncc2)cc1 (configuration not stated)
    8 | 8 | nt | 0 | 0 | 5 | 1.7 | -1.6 | 7 | nt
Cc1c(C(=O)NC2CCCCC2C)oc2ccccc12 (configuration not stated)
    3 | -5 | -0.5 | -8 | -3 | -3 | 2.0 | -1.5 | -4 | 5
CN(C)/C=N/c1nc2nccc(-c3cccs3)n2n1
    -6 | -53 | 0.6 | 28 | 1 | 188* | nt | 1.2 | -265 | 20
CCn1c(SCC(=O)Nc2ccc(N(C)C)cc2)nnc1C1CC1
    3 | -3 | -2.5 | -4 | 2 | -1 | 0.1 | -1.9 | 0 | 23
Cc1cc2nc(SCCOC(=O)Nc3ccccc3)nc(C)c2cc1C
    -5 | -1 | 0.1 | 0 | -35 | -4 | -0.6 | -1.3 | 5 | 1
CC1(C(=O)O)CCC(C(=O)Nc2ccccc2)C1(C)C (configuration not stated)
    5 | -2 | 0.0 | 3 | 3 | 2 | -3.7 | -1.3 | -8 | -22
C[C@@H]1CN([C@@H](C)CO)C(=O)CCCn2nncc2CO[C@@H]1CN(C)C(=O)Nc1ccc(C(C)(C)C)cc1
    3 | -7 | nt | 1 | nt | -2 | -0.6&0.7 | -3.3 | -1 | nt
CCN=C1SC(C(=O)Nc2ccc(OCC)cc2)CC(=O)N1CC (configuration not stated)
    -9 | 7 | -0.9 | 3 | 11 | 3 | nt | -1.7 | -9 | 2
CC1(C(=O)NC2CCCCCCC2)CC1(Cl)Cl (configuration not stated)
    2 | -3 | 2.5 | 6 | -5 | 0 | 1.3 | 0.2 | 4 | 6
CC(C)c1cccc(C(C)C)c1NC(=O)CNCc1ccccc1F
    0 | -3 | 3.2 | 2 | 3 | 4 | nt | -0.8 | 6 | 5
CCN(CC)C(=O)c1cc2c(=O)n3ccccc3nc2s1
    10 | -6 | -2.3 | 24 | 2 | 186* | -1.1 | 0.5 | -171 | 32
Nc1nc(SCC(=O)NCc2ccccc2)n[nH]1
    -5 | -1 | 1.8 | -6 | -1 | -1 | -0.2 | -3.6 | 6 | -2

Among those listed so far, these have a halogen.
Results follow in this order: MazF activator | BoNT-F LC inh | Mtb UGM inh | GDH-TPI counter | Rv3671c inh | FBA Mtb inh | Mtb BioA inh | FadD28 FP inh | CCHF vOTU inh | VHR inh abs
COc1c(Cl)cc(-c2noc(C)c2C(=O)NCc2ccc3c(c2)OCO3)cc1Cl
    10 | -34 | 2.7 | -4 | 5 | 2 | -0.7 | -2.8 | -8 | 0
CSc1cc(-c2ccc(Cl)cc2)c(C(=O)NN)s1
    2 | -16 | 0.3 | -9 | 2 | -3 | -0.4 | -4.1 | 2 | 40
Cc1ccc(-c2nc3ccc(Cl)cn3c2Cc2ccsc2)cc1
    nt | 2 | nt | nt | nt | 5 | -0.2 | 0.0 | 10 | nt
Cc1nc(N2CCOCC2)c2c(C)c(C(=O)Nc3ccc(C(F)(F)F)cc3)sc2n1
    -3 | 3 | -0.8 | 18 | -35 | 3 | 0.6 | -5.7 | -12 | -16
COc1ccc(OC)c(NC(=O)c2ccc(Cl)cc2)c1
    5 | -16 | -1.7 | 8 | -8 | 3 | nt | -1.2 | -3 | 19
O=C(CC1CCCC1)N1CCN(S(=O)(=O)c2c(F)cccc2F)CC1
    1 | 6 | nt | -6 | nt | -3 | 1.8 | -3.6 | 0 | nt
O=c1nc(Nc2ccc(Br)cc2)sc2ccc([N+](=O)[O-])cc12
    -12 | nt | -0.4 | 15 | -36 | 1 | nt | -1.9 | 21 | 42
Cn1nnnc1SCC(=O)Nc1ccccc1Cl
    -2 | -3 | 3.9 | 4 | -6 | -6 | -0.1 | -3.3 | 4 | 17
O=C(O)c1cc(NN=C2c3ccccc3-c3ccccc32)ccc1Cl
    -13 | 5 | 0.5 | 4 | -3 | -6 | 4.2 | 15* | 17 | -23
CC1(C(=O)NC2CCCCCCC2)CC1(Cl)Cl (configuration not stated)
    2 | -3 | 2.5 | 6 | -5 | 0 | 1.3 | 0.2 | 4 | 6
CC(C)c1cccc(C(C)C)c1NC(=O)CNCc1ccccc1F
    0 | -3 | 3.2 | 2 | 3 | 4 | nt | -0.8 | 6 | 5
